NR2F2 inh – blocks human COUP-TFII nuclear receptor; HEK293T NGFI-A luciferase reporter, luminescence; P24468; inhibition, % at 8.6 µM; 0.7% of 370,000 active; AID 686940;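 active means inhibition above a per-plate cutoff, mean inhibition of test wells between control levels plus 3 SD, cut at about 38% in these data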;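 further: cells cotransfected with COUP-TFII expression vector driving the NGFI-A reporter; 0% = median of COUP-TF2 test wells and 100% = reporter-only cells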
Target sequence (P24468 whole entry, looked up): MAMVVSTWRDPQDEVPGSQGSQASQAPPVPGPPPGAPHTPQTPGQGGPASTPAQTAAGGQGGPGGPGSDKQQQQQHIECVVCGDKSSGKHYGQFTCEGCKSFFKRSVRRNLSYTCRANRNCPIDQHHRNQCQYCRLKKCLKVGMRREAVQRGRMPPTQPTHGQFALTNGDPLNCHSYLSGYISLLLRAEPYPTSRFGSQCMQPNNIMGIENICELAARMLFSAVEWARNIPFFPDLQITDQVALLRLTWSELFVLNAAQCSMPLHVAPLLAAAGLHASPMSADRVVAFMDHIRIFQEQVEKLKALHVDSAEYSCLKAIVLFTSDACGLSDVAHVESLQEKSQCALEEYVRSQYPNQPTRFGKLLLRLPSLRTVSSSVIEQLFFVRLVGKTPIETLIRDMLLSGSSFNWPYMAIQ
TLR9-MyD88 inh – blocks human TLR9 binding to MyD88. CHO BLA complementation TLR9-MyD88, CCF4 FRET ratio. inhibition, % at 4.98 µM. AID 504734. 0.21% of 340,000 active;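 active means inhibition above the mean over all tested compounds plus 3 SD, cut at about 21% in these data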;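 further: 0% = DMSO only wells and 100% = clavulanate BLA inhibitor control wells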
NCOA2 inhibitor – inhibits human steroid receptor coactivator 2. 0.17% of 370,000 active. HEK293 GAL4-SRC2 luciferase reporter, luminescence. AID 651957. Q15596. inhibition, % at 9 µM;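 active means inhibition above the mean inhibition of all tested compounds plus 3 SD, set per campaign, cut at about 52% in these data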;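 further: 0% = DMSO treated cells and 100% = cells given Gossypol at 36 µM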
NCOA3 inh – inhibits human SRC3 coactivator; Q9Y6Q9; HEK293 GAL4-SRC3 luciferase reporter, luminescence; inhibition, % at 3.6 µM; 0.17% of 360,000 active;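 active means inhibition above a per-campaign cutoff, the mean of all compounds plus 3 SD, cut at about 60% in these data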;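 further: 0% = DMSO-treated cells and 100% = gossypol-treated cells at 36 µM; higher means less SRC3-driven luciferase light from the GAL4 reporter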
NOD2-RIPK2 inh – inhibitors of human NOD2-RIPK2 interaction; O43353; CHO BLA complementation NOD2-RIPK2, CCF4 ratio; inhibition, % at 4.98 µM; 0.38% of 360,000 active; AID 624267; in the data active means inhibition above about 21%;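 further: 0% = vehicle only and 100% = reference blocker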
Target sequence (O43353 whole entry, looked up): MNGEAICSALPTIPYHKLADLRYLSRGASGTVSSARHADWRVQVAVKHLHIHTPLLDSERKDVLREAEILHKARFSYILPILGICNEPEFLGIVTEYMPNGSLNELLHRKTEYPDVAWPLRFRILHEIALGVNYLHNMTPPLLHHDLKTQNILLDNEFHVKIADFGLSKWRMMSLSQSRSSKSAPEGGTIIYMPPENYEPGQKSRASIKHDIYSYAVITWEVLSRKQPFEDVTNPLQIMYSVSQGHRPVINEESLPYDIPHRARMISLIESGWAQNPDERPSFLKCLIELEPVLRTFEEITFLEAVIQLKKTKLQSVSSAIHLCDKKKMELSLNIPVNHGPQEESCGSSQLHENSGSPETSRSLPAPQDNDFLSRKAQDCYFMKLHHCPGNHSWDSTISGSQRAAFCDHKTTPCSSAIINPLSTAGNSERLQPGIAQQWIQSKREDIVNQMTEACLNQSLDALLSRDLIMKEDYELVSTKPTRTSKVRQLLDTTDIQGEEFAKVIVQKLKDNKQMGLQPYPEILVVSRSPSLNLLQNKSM
EBV LMP1 NFkB – Epstein-Barr LMP1 NF-kappaB reporter inhibition | LMP1-induced NF-kappaB luciferase reporter cells, luminescence | inhibition, % at 12.5 µM | 0.69% of 350,000 active | AID 504558; in the data active means inhibition above about 41%;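 further: 0% = neutral control wells and 100% = reference inhibitor control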
C8 TRAIL sens – caspase-8 TRAIL sensitization; 1% of 360,000 active; inhibition (viability loss, TRAIL sensitization), % at 10 µM; NB7+C8 cells + TRAIL, ATPlite viability luminescence;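 active means compounds causing at least 50% loss of cell viability in the single-dose screen, relative to plate controls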
Vif inh – HIV Vif inhibition | HEK293T cells, Vif self-association by quenched fluorescence, imaging, 24 h | inhibition, % at 7.49 µM | 0.35% of 340,000 active | AID 602346; in the data active means inhibition above about 50%, passing the limit was not always enough; further: some results filed as inactive read as strong as hits
LRH-1 inv ag – inverse agonists of human LRH-1 (NR5A2); O00482; HEK293T StAR-luciferase reporter, LRH-1 transfected, 24 h; inhibition, % at 3.6 µM; 0.13% of 360,000 active; AID 602396;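 active means inhibition above the mean inhibition of all tested compounds plus 3 SD, cut at about 73% in these data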;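 further: 0% = DMSO wells and 100% = reporter-only cells lacking LRH-1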
TROY NFkB inh – inhibitors of TROY-dependent NF-kB signaling; 0.98% of 360,000 active; Q293 LMP1-TROYcd NF-kB luciferase reporter, 4 h; inhibition, % at 10 µM;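 active means compounds whose plate-normalised and pattern-corrected inhibition of the luciferase reporter signal at the single screening dose is 50% or more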
SRC1 inh – human NCOA1 inhibition. HEK293 GAL4-SRC1 luciferase reporter, luminescence. 0.12% of 360,000 active. inhibition, % at 3.6 µM. Q15788;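 active means inhibition above the campaign mean plus 3 SD, with each screening campaign given its own cutoff, cut at about 60% in these data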;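 further: 0% = DMSO treated cells and 100% = gossypol at 36 µM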
An asterisk follows results filed as active; . = not tested or not shown. Some of the compounds tested; rates above refer to the full screens.

SMILES	NR2F2 inh	TLR9-MyD88 inh	NCOA2 inhibitor	NCOA3 inh	NOD2-RIPK2 inh	EBV LMP1 NFkB	C8 TRAIL sens	Vif inh	LRH-1 inv ag	TROY NFkB inh	SRC1 inh
COc1ccc(/C=C/C(=O)OCC(=O)NC2CCCC2)cc1OC	3.4	-5.7	12.7	-1.9	-4.8	-1.9	-13.0	2.6	-19.0	-1.5	8.4
CCOC(=O)C1CCCN(Cc2ccc(OCc3ccccc3)c(OC)c2)C1 (stereo not drawn)	-11.8	-0.7	30.8	-18.7	-10.0	-1.0	7.2	-1.4	10.4	-12.7	-15.8
O=C(c1ccc2c(c1)OCCCO2)N1CCCCC1	-7.2	-5.4	-1.1	-10.3	-0.1	-0.3	5.2	13.7	-24.1	-26.1	-32.1
O=S(=O)(NCCCc1ccccc1)c1ccccc1	-7.7	-5.0	-9.7	-3.6	3.6	-9.7	10.9	.	3.3	-14.4	-27.4
CNC(=O)COC(=O)/C=C/c1c(C)nn(-c2ccccc2)c1C	-5.5	3.2	-4.7	2.9	-2.9	-10.0	-10.2	5.0	-0.6	-11.8	-3.9
COc1cccc(C2c3[nH]c4ccccc4c3CCN2Cc2cccn2-c2ncccn2)c1 (stereo not drawn)	-8.2	-5.3	24.3	-6.0	-1.1	5.0	2.0	0.8	7.3	-37.5	0.3
O=C(CN1C(=O)NC2(CCCCCC2)C1=O)NCc1ccc(F)cc1	-6.8	3.5	-4.3	8.2	4.7	-3.3	-19.5	11.3	-2.5	-6.8	-9.2
CCN(CC)C(=O)[C@H]1CC(CC(=O)NC(C)(C)C)C(=O)N2CCc3c([nH]c4ccc(OC)cc34)[C@]12C (stereo partly drawn)	-7.4	-1.5	-7.8	13.6	-2.3	2.8	-8.0	-3.5	17.5	10.3	12.9
CC1(C)CC(=O)C(C=Nc2ccccc2C(=O)O)=C(O)C1	9.2	1.2	-11.2	14.8	-4.8	-2.2	12.2	15.9	2.1	-8.7	6.2
Cc1cc(C)c2c(=O)n3c(nc2c1)C(C)NC(=O)c1cccnc1-3 (stereo not drawn)	-24.6	0.2	-20.5	1.2	5.0	6.4	-7.2	0.9	-9.6	-9.6	-6.7
COc1ccccc1Nc1nc(N)nc(CN2CCOCC2)n1	-1.5	7.1	17.2	2.3	-4.4	1.8	-9.4	13.7	-5.0	-2.5	-1.4
N#CCc1ccc(OC(=O)c2ccncc2)cc1	-0.7	2.8	13.5	17.6	0.4	-1.4	1.8	-0.6	-10.1	2.2	1.5
O=C(C[n+]1cccc(C(=O)N/N=C/c2ccc(Br)cc2)c1)c1ccccc1	-10.4	-2.8	-30.6	9.0	-22.0	-5.4	-5.2	-2.3	5.7	-16.3	-6.9
CC(C(=O)Nc1ccc2c(c1)OCCO2)N(C)Cc1c(F)cccc1Cl (stereo not drawn)	-3.0	1.3	23.8	9.5	-15.2	9.8	-1.1	-16.0	-4.2	-31.2	-17.4
Cc1ccccc1C(=O)Oc1cc(N)n(S(=O)(=O)c2ccccc2)n1	-3.8	1.6	17.8	23.3	16.9	-3.1	7.8	-5.0	1.0	25.4	-12.2
CCCCC1(CC)COC(c2ccccc2)OC1 (stereo not drawn)	-6.0	.	-31.4	4.1	2.8	.	-4.0	0.7	-3.7	-13.7	2.5
CSc1ccccc1NC(=O)CN(C)C(=O)CCc1c[nH]c2ccccc12	-3.4	-7.7	3.0	-4.8	-5.5	-9.6	-4.9	-6.1	-4.2	12.2	5.1
O=C(N/N=C/c1ccc2c(c1)OCO2)/C(=C/c1ccc2c(c1)OCO2)NC(=O)c1ccccc1	2.8	-3.7	-15.9	-10.4	-0.2	-0.4	6.0	-5.6	5.9	-6.9	11.6
COc1ccc(C2SCC(=O)N2c2ccccc2)cc1 (stereo not drawn)	-5.4	1.0	3.5	0.5	-2.4	5.2	-11.5	-5.8	3.2	15.9	15.3
CCOc1ccccc1N(CC(=O)NCCOC)C(=O)CCC(=O)Nc1ccccn1	-16.0	-5.8	15.5	-0.3	5.6	3.5	-5.3	28.0	2.8	-16.0	-30.1
CCc1nc2ccc(C(=O)NCc3ccc4c(c3)OCO4)cn2c1N(CC)CCOC	-17.0	.	0.6	2.2	-20.9	.	-0.7	-5.5	-3.0	-1.7	7.2
Cc1ccc(-c2noc(CN(C(=O)c3cccc(Br)c3)C(C)C)n2)cc1	3.5	-8.9	-20.0	-1.4	-3.7	-7.2	-9.8	.	-8.1	14.4	-5.8
OC(c1ccc(F)cc1)c1ncc(-c2ccc3ccccc3c2)[nH]1 (stereo not drawn)	-48.8	.	-58.8	-52.4	7.4	.	11.3	.	-56.8	-9.8	-52.4
c1cnc2ccc(-c3ccc4ncccc4c3)cc2c1	-12.3	-2.2	-10.5	-66.1	-8.7	-8.1	33.0	17.8	-157.9	25.4	-40.6
COc1cccc(CN2CCNC(=O)C2CC(=O)NCc2cn3ccc(C)cc3n2)c1OC (stereo not drawn)	-4.8	-1.9	-15.1	3.0	4.9	-17.5	-12.7	0.6	-6.2	19.1	14.3
SMILES	NR2F2 inh	TLR9-MyD88 inh	NCOA2 inhibitor	NCOA3 inh	NOD2-RIPK2 inh	EBV LMP1 NFkB	C8 TRAIL sens	Vif inh	LRH-1 inv ag	TROY NFkB inh	SRC1 inh
O=C(Nc1nnc(Cc2ccccc2)s1)Nc1ccccc1F	-2.5	7.3	-41.5	-37.0	0.0	-20.1	8.5	-2.9	-14.1	-30.7	-41.5
CCOc1ccc(NC(=O)c2ccc(F)cc2F)cc1	-24.1	0.9	-49.5	-121.7	-2.1	-17.4	15.0	-3.8	-145.2	-51.1	-101.5
O=C(COc1ccccc1)NCC(=O)Nc1cccc2ccccc12	1.3	-10.3	-3.6	11.8	-10.6	-2.8	-1.2	-4.0	13.5	-2.5	15.7
CCc1cccc(NC(=O)CCc2c(C)nn(-c3ccc(N4CCOCC4)nn3)c2C)c1	17.2	3.8	-20.9	-35.9	5.0	-5.1	-13.0	-1.2	-42.8	-14.8	-6.4
C=CCN(CC(=O)c1sc(C(=O)OCC)nc1C)c1cccc(Br)c1	-14.3	-2.9	4.3	-10.2	-7.3	1.7	-2.4	.	-1.8	-4.7	-5.2
Cn1c(SCC(=O)NCC2CCCO2)nnc1-c1ccc(S(=O)(=O)N2CCCC2)cc1 (stereo not drawn)	0.1	-8.3	27.3	10.9	-11.6	0.8	13.4	4.5	6.3	11.6	-16.4
C=CCn1cc(/C=N/Nc2nc3ccccc3[nH]2)c2ccccc21	-10.4	12.1	-77.3	-32.1	10.1	-33.7	15.1	.	-21.0	12.6	-37.3
CCOc1ccc(NC(=O)COc2ccc(C(=O)N3CCC(C(N)=O)CC3)cc2OC)cc1	-2.8	-5.1	7.4	1.0	-1.6	-1.5	10.0	-1.6	-4.5	-7.4	-45.0
O=C(c1ccccc1)N1CCCC(c2nc3c(nnn3Cc3ccccc3)c(=O)[nH]2)C1 (stereo not drawn)	3.7	2.6	14.8	1.3	-4.8	-0.5	-2.5	-5.8	5.0	-10.8	7.8
Cn1c(=O)c(-c2cc(Br)ccc2N)nc2ccccc21	-12.2	-3.1	-55.6	-53.5	7.6	-48.0	7.8	-16.3	-44.5	25.3	-65.8
COc1ccc(NC(=O)C[C@H]2C(=O)N(c3ccc(OC)cc3)C[C@@H]2c2ccc(Br)cc2)cc1	8.1	0.8	-11.9	-11.9	9.3	-10.3	8.9	0.5	-9.4	-39.2	6.5
COc1ccc(CC2SC(=Nc3ccc(F)cc3)NC2=O)cc1 (stereo not drawn)	6.2	5.3	-3.7	13.8	-7.2	13.9	-5.9	-6.6	2.9	-13.1	-1.4
CC(C)Cn1ccc(=O)n(CC(C)C)c1=O	19.9	-10.8	-12.1	15.8	-5.8	5.6	-2.0	2.7	5.8	10.8	-15.7
CC[C@@]1(C(=O)OC)N[C@H](CN(C)C(=O)c2ccc(F)cc2)[C@@H]2C(=O)N(Cc3ccccc3)C(=O)[C@@H]21	-13.9	-2.5	4.5	-19.7	-15.4	-0.2	14.8	2.8	13.1	4.7	-0.7
COc1ccccc1OC(=O)CCN1c2ccccc2Sc2ccccc21	8.5	-4.7	-10.2	8.7	-2.6	5.5	10.6	0.1	11.8	-16.8	-7.3
CCOC(=O)[C@]12CCCC=C1N(Cc1ccc3c(c1)OCO3)C(=O)[C@H](CC(=O)N1CCCCC1)C2	-2.7	.	11.7	.	2.3	.	-6.3	.	10.1	-2.1	.
Cc1nnc2ccc(-c3cccc(NC(=O)c4ccc(Br)o4)c3)nn12	-14.0	8.0	-8.5	9.5	-7.5	15.4	2.2	-6.2	29.5	22.9	-8.6
COc1ccc2c(c1)C(=O)N(c1ccccc1)C(=O)C2	-0.2	4.7	-10.5	5.8	1.9	3.0	-2.3	9.8	-13.8	-10.5	-19.1
Cc1cc(=O)oc(C)c1C(=O)NNC(=O)C1(C)CC1Br (stereo not drawn)	17.3	1.5	-29.3	13.9	-6.6	6.3	-2.5	-4.4	-7.7	7.2	-5.2
O=C(CN1C(=O)CSc2ccc(S(=O)(=O)N3CCCCC3)cc21)NCc1cccnc1	-7.8	2.2	-8.3	-10.8	-0.3	-0.7	-0.3	6.6	-6.1	9.9	-10.7
Cc1cccc(CN2C(=O)N/C(=C/c3cc(C)n(-c4cc(C)ccn4)c3C)C2=O)c1	.	7.5	.	-1.1	-4.3	-5.0	-6.2	-11.3	15.1	15.0	-1.9
COc1ccc(/C=N/NC(=O)c2cccc([N+](=O)[O-])c2)cc1OC(=O)c1ccccc1	-20.0	7.5	2.1	-27.2	-4.2	19.2	3.1	2.8	6.2	-19.1	-4.4
CC[C@H](C)C1OC(=O)[C@@H](C)[C@@H](CC)NC(=O)[C@H](C)N(C)C(=O)C(C)(C)C(=O)C(C)NC(=O)[C@H](Cc2ccc(OC)cc2)N(C)C(=O)[C@H](C(C)C)N(C)C(=O)CNC(=O)[C@H](CC(C)C)N(C)C(=O)CNC1=O (stereo partly drawn)	.	.	.	32.1	6.3	.	54.7*	0.8	30.9	54.2*	9.3
Cc1ccc(C)c(NC(=O)/C(C#N)=C/c2cn(CC(=O)NCc3ccco3)c3ccccc23)c1	4.6	14.4	-1.3	11.8	2.8	-14.8	25.9	10.6	-1.8	-7.0	-4.2
c1ccc(-c2nnnc3ccccc23)cc1	-17.1	5.7	-22.6	2.4	-5.7	11.9	0.6	9.5	0.5	0.7	-10.0
Cc1nc2ccccc2c(=O)n1NC(=O)/C=C/c1ccccc1	4.5	-10.7	-30.6	13.2	-2.0	-5.7	-6.8	18.5	12.2	5.0	-44.1
CCOP(=O)(C1=C(O)C(=O)C(C(C)(C)C)=CC1=O)c1ccccc1 (stereo not drawn)	28.9	5.1	-19.0	18.4	10.0	-2.2	-18.9	-1.7	-13.8	7.4	-3.6

In another format: results already given
Structure,NR2F2 inh,TLR9-MyD88 inh,NCOA2 inhibitor,NCOA3 inh,NOD2-RIPK2 inh,EBV LMP1 NFkB,C8 TRAIL sens,Vif inh,LRH-1 inv ag,TROY NFkB inh,SRC1 inh
O=C(CN1C(=O)NC2(CCCCCC2)C1=O)NCc1ccc(F)cc1,-6.8,3.5,-4.3,8.2,4.7,-3.3,-19.5,11.3,-2.5,-6.8,-9.2
CCN(CC)C(=O)[C@H]1CC(CC(=O)NC(C)(C)C)C(=O)N2CCc3c([nH]c4ccc(OC)cc34)[C@]12C (stereo partly drawn),-7.4,-1.5,-7.8,13.6,-2.3,2.8,-8.0,-3.5,17.5,10.3,12.9
